# Bim-Bcl-B: inhibitors of Bim-Bcl-B interaction, human; Q9HD36; bead-based flow cytometry, Bim peptide-Bcl-B binding; inhibition, % at 10 µM; 190,000 compounds, 0.073% hits;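 also: 0% = tracer peptide without compound and 100% = reference inhibitor peptide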
# Avidin fluor: compound fluoresces at 488/530 nm on avidin beads | 220,000 compounds, 0.38% hits | compound fluorescence 488/530 nm, flow cytometry; active compounds read high | AID 1775 | fluorescence (KMESF) at 10 µM; in the data active = fluorescence above about 47; also: inactives centre near 10
# Bcl-W Bim block: human Bim-Bcl-W interaction inhibition | Q92843 | bead-based flow cytometry, Bim peptide-Bcl-W binding | inhibition, % at 10 µM | 190,000 compounds, 0.02% hits;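 also: 0% = bound tracer without compound and 100% = peptide blocker; higher means less fluorescent Bim peptide bound to Bcl-W beads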
# Bcl-XL Bim block: disrupts Bim peptide binding to human Bcl-XL. Q07817. bead flow cytometry, fluorescence. inhibition, % at 10 µM. 190,000 compounds, 0.04% hits. AID 1007
# ABCG2 inh: inhibitors of human ABCG2 transporter, ABCB1 counter-screen; AID 1325; 190,000 compounds, 0.1% hits; IgMXP3 cells, JC-1 efflux, flow cytometry; Q9UNQ0; inhibition, % at 6.6 µM;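 active = inhibition above 80%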;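 also: 0% = DMSO and 100% = nicardipine control wells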
#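 test system = two drug-resistant human cell lines, ABCG2 and ABCB1 | amount = 3 million cells/mL final, two lines in 1:1 ratio | reagent = JC-1 transporter substrate | doses = one concentration, 6.6 µM final | incubation = 10 min at 25 °C | signal = flow cytometric JC-1 green MFI at 530 nm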
# Bim-Bfl-1: disrupts Bim binding to human Bfl-1. AID 1008. Bead-based flow cytometry, Bim-Bfl-1 binding inhibition. 190,000 compounds, 0.12% hits. inhibition, % at 10 µM;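 also: 0% = wells without compound plus tracer and 100% = blocker peptide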
# RGS4-Gao reg: human RGS4-Galphao interaction regulation; Multiplexed bead flow cytometry, RGS4-Galphao binding; actives lie on both sides; binding response (% of control), % at 10 µM; 220,000 compounds, 0.33% hits; AID 1415; in the data active = binding response below about 49% or above about 150%; inactive = in between;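 also: fluorescent Galphao activated with aluminum fluoride binding bead-coupled RGS4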
# RGS7-Gao reg: modulates binding of RGS7 to human Galphao; P09471; Multiplexed bead flow cytometry; actives lie on both sides; AID 1439; binding response (% of control), % at 10 µM; 220,000 compounds, 0.35% hits; in the data active = binding response below about 49% or above about 150%; inconclusive = no clear call, values can overlap the other calls; inactive = in between;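 also: fluorescent Galphao held in activated GDP-AlF4 state binding bead-coupled RGS7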
# GSH bead fluor: compound fluoresces at 488/530 nm on GSH beads; fluorescence (KMESF) at 10 µM; 190,000 compounds, 0.25% hits; GSH beads flow cytometry, compound fluorescence 488/530 nm; active compounds read high; in the data active = fluorescence above about 89;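 also: glutathione beads carrying GST-tagged Bcl family fusion proteins plus one bare bead set; values are compound well signal with DMSO vehicle wells as background; inactives centre near 16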
# ABCB1 inh: inhibitors of human ABCB1 transporter, ABCG2 counter-screen; AID 1326; CCRF-Adr cells, JC-1 efflux, flow cytometry; inhibition, % at 6.6 µM; 190,000 compounds, 0.067% hits; in the data active = inhibition above about 40%;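 also: 0% = vehicle and 100% = reference inhibitor; higher value means more JC-1 retained so stronger ABCB1 efflux block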
# Target sequence (P08183 whole entry, looked up): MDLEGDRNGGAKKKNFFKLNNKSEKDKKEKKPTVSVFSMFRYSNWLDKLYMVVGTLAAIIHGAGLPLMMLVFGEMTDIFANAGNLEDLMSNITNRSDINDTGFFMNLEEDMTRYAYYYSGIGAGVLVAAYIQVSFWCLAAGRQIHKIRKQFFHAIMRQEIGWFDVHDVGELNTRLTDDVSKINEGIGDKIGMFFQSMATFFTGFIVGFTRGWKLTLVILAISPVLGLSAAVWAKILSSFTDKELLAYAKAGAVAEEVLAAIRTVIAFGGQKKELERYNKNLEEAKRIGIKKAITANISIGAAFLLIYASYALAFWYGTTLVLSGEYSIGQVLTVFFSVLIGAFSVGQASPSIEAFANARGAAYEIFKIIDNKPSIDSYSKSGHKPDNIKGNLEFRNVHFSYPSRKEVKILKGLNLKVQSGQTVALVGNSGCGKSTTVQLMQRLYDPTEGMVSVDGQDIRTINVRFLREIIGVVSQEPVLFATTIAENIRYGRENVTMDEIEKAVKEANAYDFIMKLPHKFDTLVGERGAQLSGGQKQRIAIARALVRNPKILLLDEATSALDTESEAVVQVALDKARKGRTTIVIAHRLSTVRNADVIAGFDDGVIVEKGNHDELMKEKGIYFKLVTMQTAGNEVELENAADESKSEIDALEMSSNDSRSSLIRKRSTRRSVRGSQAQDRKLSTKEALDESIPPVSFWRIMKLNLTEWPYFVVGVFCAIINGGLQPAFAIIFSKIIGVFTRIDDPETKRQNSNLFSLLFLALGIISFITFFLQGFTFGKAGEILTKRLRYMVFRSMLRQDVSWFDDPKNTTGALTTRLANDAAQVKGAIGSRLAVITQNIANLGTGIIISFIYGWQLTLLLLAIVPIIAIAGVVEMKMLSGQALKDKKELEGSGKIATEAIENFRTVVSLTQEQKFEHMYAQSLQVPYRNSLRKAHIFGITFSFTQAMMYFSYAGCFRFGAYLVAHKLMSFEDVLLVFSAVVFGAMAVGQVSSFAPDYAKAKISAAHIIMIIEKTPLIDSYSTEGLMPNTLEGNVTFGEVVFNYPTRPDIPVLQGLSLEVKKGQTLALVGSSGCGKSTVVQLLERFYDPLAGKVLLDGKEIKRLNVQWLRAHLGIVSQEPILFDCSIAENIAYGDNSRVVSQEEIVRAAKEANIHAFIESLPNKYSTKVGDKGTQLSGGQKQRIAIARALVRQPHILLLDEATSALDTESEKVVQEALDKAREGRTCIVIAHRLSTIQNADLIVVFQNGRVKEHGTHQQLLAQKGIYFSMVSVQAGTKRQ
# Bcl-2 Bim block: human Bim-Bcl-2 interaction inhibition | P10415 | Bead-based flow cytometry, Bim peptide-Bcl-2 binding | inhibition, % at 10 µM | 190,000 compounds, 0.06% hits | AID 950; in the data active = inhibition above about 40%; inconclusive = no clear call, values can overlap the other calls;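 also: 0% = no compound wells with probe peptide and 100% = reference peptide inhibitor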
# The depositor's hits bear a star; ? = inconclusive; . = not tested or not shown. Rule as the data show it, unless noted: active = inhibition above about 40%.
# Value order – Bim-Bcl-B	Avidin fluor	Bcl-W Bim block	Bcl-XL Bim block	ABCG2 inh	Bim-Bfl-1	RGS4-Gao reg	RGS7-Gao reg	GSH bead fluor	ABCB1 inh	Bcl-2 Bim block
- CC1(C(=O)O)Cc2ccccc2C(=O)O1 (stereo not given)
 : -8	6	0	-9	17	-11	93	97	22	1.3	-7
- COc1ccc(CCNC2=C(Cl)C(=O)N(Cc3ccccc3)C2=O)cc1OC
 : -3	6	-3	-6	12	-6	99	94	20	4.3	-5
- COc1ccc(NC(=O)CSc2nnc(CCC(=O)O)c(=O)n2N)cc1
 : -10	24	-1	-5	3	-8	99	102	8	1.1	-5
- O=C(Nc1nc(-c2ccccc2)cs1)c1ccc2c(=O)n3c(nc2c1)CCCCC3
 : -8	6	-4	-5	-9	-18	100	96	18	-1.5	-9
- CCCc1nnc(NC(=O)CCN2C(=O)c3ccccc3C2=O)s1
 : -13	11	-5	-4	22	-17	101	96	33	0.7	-12
- CCCCNC(=O)CS(=O)Cc1nc(-c2cccc(Cl)c2)oc1C (stereo not given)
 : -6	23	-1	-4	2	-1	100	98	16	0.2	0
- CC1CC(=O)N(c2ccc(NCc3ccccc3Cl)c([N+](=O)[O-])c2)C1=O (stereo not given)
 : -5	12	-2	-4	18	0	100	102	4	2.2	-3
- Cc1cccc(N2CCN(c3nc4nonc4nc3N3CCSCC3)CC2)n1
 : -2	10	0	-3	24	-6	105	103	15	4.2	-2
- O=C1C(Nc2ccc(O)cc2)=C/C(=N/S(=O)(=O)c2cccs2)c2ccccc21
 : -10	25	-2	-10	1	-8	101	102	60	0.6	-3
- C=CCn1c(NCc2ccc3c(c2)OCO3)nc2ccccc21
 : 0	8	-1	0	4	1	97	95	20	0.9	-2
- O=C(Cn1ncc2c(=O)oc3ccccc3c21)NCC1CCCO1 (stereo not given)
 : -4	9	3	-1	-2	-11	104	106	20	-2.1	-4
- CCC(CC)C(=O)Nc1cc(C(=O)OC)ccc1C(=O)OC
 : 8	15	4	7	31	6	112	110	11	2.2	5
- Cc1nc(CC(=O)N2CCN(c3cccc(C)c3C)CC2)cs1
 : -7	16	0	-4	28	-19	101	98	28	0.4	-15
- COc1cccc(C(=O)Nc2nc(-c3ccncc3)cs2)c1
 : -16	10	-3	-5	4	6	98	101	11	0.3	-1
- CCOC(=O)CSc1nc2sc3c(c2c(=O)[nH]1)CC(C)(C)OC3
 : 1	8	0	-5	0	-1	95	101	5	0.1	-2
- COc1ccc(CNC(=O)c2cnn3c(C(F)F)cc(C)nc23)cc1
 : -3	94*	-2	-4	15	1	103	132	11	1.8	-1
- CCSc1nc2ccccc2c(=O)n1C1CCOC(C)(C)C1 (stereo not given)
 : -5	8	-5	-4	1	-5	102	102	14	0.2	-5
- CCCOc1ccccc1C1CC(=O)NC2=C1C(=O)CCC2 (stereo not given)
 : -5	8	-1	-5	2	-8	109	106	12	1.0	-6
- COc1ccc(NC2(c3ccccc3)OC(=O)c3ccccc32)cc1 (stereo not given)
 : -4	.	-3	-4	0	-5	.	.	14	-0.8	0
- CC(=O)c1ccc(-c2nc3c4ccccc4ccn3c2C(C)=O)o1
 : 0	9	-1	0	5	4	101	102	14	0.9	1
- O=C(NC1CC1)c1ccc(CN(c2ccccc2)S(=O)(=O)c2ccccc2)cc1
 : 0	10	1	1	11	-1	100	93	14	3.4	1
- Cc1cccc(C)c1NC(=O)NC1CC2CCC(C1)N2Cc1cccs1 (stereo not given)
 : -7	14	0	1	2	-16	104	102	34	0.3	-10
- CC(C)(C)NS(=O)(=O)c1ccc(CCC(=O)Nc2ccc3c(c2)OCO3)cc1
 : -9	19	-3	-11	15	-20	98	107	25	0.8	-13
- COc1ccc(CN2c3cc(S(=O)(=O)N4CCOCC4)ccc3N3CCCC32)cc1 (stereo not given)
 : -6	10	-1	-5	0	-13	99	103	33	0.3	-9
- COCCNc1nc(CSc2ccccc2)nc2sc(C)c(C)c12
 : -8	21	-3	-6	79	-8	99	102	14	1.3	-9
- CCCn1c(SCc2nc(N)nc(N3CCCCC3)n2)nc2c1c(=O)n(C)c(=O)n2C
 : -1	11	0	-2	11	-2	100	100	10	1.4	2
- C=CCn1cc(C(=O)NCc2ccc3c(c2)OCO3)c(=O)c2cc(S(=O)(=O)N(CC)CC)ccc21
 : -6	11	-1	-6	2	0	104	104	26	2.4	-2
- O=C(N/N=C/c1cccc([N+](=O)[O-])c1)c1ccc(CN2CCOCC2)cc1
 : -6	31	-2	-4	14	-16	99	113	13	0.6	-9
- N#C/C(=C\c1ccc(N2CCCCC2)o1)C(=O)Nc1cccc(Br)c1
 : .	60*	.	.	122*	.	136	141	60	60*	?
- COCCNC(=O)C1CC(=O)N(C2CCCC2)C1 (stereo not given)
 : -10	41	-1	-6	5	-19	104	112	28	1.4	-17

# Results in RGS7-Gao reg and GSH bead fluor, for some of the entries so far:
mol	RGS7-Gao reg	GSH bead fluor
COc1ccc(CNC(=O)c2cnn3c(C(F)F)cc(C)nc23)cc1	132	11
CCSc1nc2ccccc2c(=O)n1C1CCOC(C)(C)C1 (stereo not given)	102	14

# Continuation.
# Value order – Bim-Bcl-B	Avidin fluor	Bcl-W Bim block	Bcl-XL Bim block	ABCG2 inh	Bim-Bfl-1	RGS4-Gao reg	RGS7-Gao reg	GSH bead fluor	ABCB1 inh	Bcl-2 Bim block
- O=C(O)c1ccc2c(c1)N(Cc1ccccc1)C(=O)c1ccccc1S2=O (stereo not given)
 : -2	7	2	-2	-1	-11	100	99	12	0.0	-2
- Cc1ccc(-c2nc(Nc3ccccc3)n[nH]2)cc1
 : -2	8	1	-1	1	-1	96	99	20	0.1	0
- CCOC(=O)c1sc(NC(=O)CSc2nnnn2-c2ccc(C)cc2)c(C(=O)OCC)c1C
 : -3	11	0	0	2	0	114	113	16	0.0	-4
- CCOC(=O)N1CCN(C(=S)Nc2ccccc2C)CC1
 : -7	12	-4	-8	-1	-14	98	102	16	0.1	-4
- Cc1ccc(OCC(=O)c2cc(C)n(C)c2C)c([N+](=O)[O-])n1
 : -3	14	-1	-5	7	1	95	98	5	0.2	-1
- CC1=C(C(=O)N2CCOCC2)C(c2ccccc2F)C2=C(CCCC2=O)N1 (stereo not given)
 : 0	11	-1	-4	-1	1	98	101	15	0.3	1
- CCN1C(=C(C#N)C#N)C=Cc2cc(C)ccc21
 : -2	8	0	-2	11	-3	95	97	24	0.9	-6
- Cc1c(C2Nc3ccccc3NC3=C2C(=O)CC(C)(C)C3)cnn1C (stereo not given)
 : -6	6	-4	-6	0	-3	99	99	15	0.0	0
- CC(C)=CCN1CCN(Cc2cnc(C)s2)CC1CCO (stereo not given)
 : 0	10	0	0	13	-5	97	97	10	0.8	0
- O=C(CSc1nc2ccccc2c(=O)n1-c1ccc(OC(F)F)cc1)NCc1cccs1
 : -11	18	-6	-4	5	-13	103	100	16	1.3	-5
- Cc1cc(C)cc(NC(=O)CCc2nc3ccccc3[nH]2)c1
 : -2	36	0	-1	1	0	102	102	14	0.1	2
- CCCCC(NS(=O)(=O)c1ccc(OC)cc1)C(=O)O (stereo not given)
 : -6	30	-2	-8	-1	-16	101	106	23	-0.9	-2
- COc1ccc(NC(=O)C2=Cc3ccccc3OC2)cc1
 : -3	10	1	-2	10	-4	100	?	15	0.6	-6
- COc1ccccc1OCCCCOc1ccccc1F
 : -8	11	1	4	2	-13	107	109	37	-0.2	-7
- CC(C)Cc1cc(C(=O)N2CCCC(CCC(=O)N(C)CCc3ccccn3)C2)no1 (stereo not given)
 : -5	9	-1	-2	1	-6	100	100	9	0.2	-2
- O=C(NCC1OCCc2ccccc21)c1ccc(NC(=O)c2ccc(Cl)cc2)cc1 (stereo not given)
 : -10	16	-6	-6	0	-13	95	96	19	0.2	-7
- Cc1ccc(NC(=O)CSC2=C(C#N)C(c3ccco3)C3=C(CC(C)(C)CC3=O)N2)cc1 (stereo not given)
 : -9	14	0	-8	24	-16	109	106	35	-1.0	-9
- COc1ccc(N(C(C)=O)S(=O)(=O)c2cccc3cccnc23)cc1
 : -8	12	0	-7	8	0	104	103	4	0.1	2
- CCOC(=O)C1CCCN(c2nc3ccccc3nc2C(C#N)C(=O)OCCOC)C1 (stereo not given)
 : 3	7	4	3	1	3	86	80	9	1.2	6
- COc1ccc(CN2CCN(Cc3cccn3-c3ncccn3)CC2CCO)c(C)c1C (stereo not given)
 : -7	3	0	-1	0	-7	99	94	10	1.7	-3
- CCCn1c(/N=C/c2c[nH]c3ccccc23)nc2ccccc21
 : 2	19	0	0	4	-1	102	100	9	0.8	-4
- N#Cc1cnn2c(-c3ccccc3)ccnc12
 : -3	13	3	-8	5	-9	103	99	43	-0.4	-6
- O=C(Oc1c(Cl)cc(Cl)c2cccnc12)c1cccs1
 : -15	21	-7	-7	-1	0	101	101	12	0.1	-2
- Cc1cc(NC(=O)C2CCCN(S(=O)(=O)c3c(C)noc3C)C2)no1 (stereo not given)
 : 0	4	-1	0	-3	1	94	95	19	-1.6	1
- Cc1ccc(NCc2nnc(SCC(=O)O)n2-c2ccc(C)cc2)cc1
 : -4	10	-3	-4	1	-10	102	105	16	0.1	-1
- O=C(Oc1ccc(Br)cc1)C1CC(=O)N(c2ccc(F)cc2)C1 (stereo not given)
 : -11	9	-1	-2	3	-13	99	98	20	0.6	-12
- CCN1CCN(C(=O)CN(c2ccccc2C)S(C)(=O)=O)CC1
 : 0	11	0	-2	0	-1	100	102	6	0.2	-1
- FC(F)(F)c1nc2ccccc2c2nc3ccccc3n12
 : 0	2	-1	0	28	0	103	95	22	0.9	1
- CC1(C)Cc2ccccc2C(=O)N1
 : -3	9	0	-2	1	-9	99	96	26	0.3	-4
- Cc1ccc(C2C(C#N)=C(N)Oc3c2sc2ccccc32)o1 (stereo not given)
 : -2	5	14	8	4	14	104	99	16	1.8	1

# Some of these compounds in order of the Bim-Bfl-1 value, falling:
Molecule	Bim-Bfl-1
Cc1cc(NC(=O)C2CCCN(S(=O)(=O)c3c(C)noc3C)C2)no1 (stereo not given)	1
CCN1CCN(C(=O)CN(c2ccccc2C)S(C)(=O)=O)CC1	-1
O=C(Oc1ccc(Br)cc1)C1CC(=O)N(c2ccc(F)cc2)C1 (stereo not given)	-13
Cc1ccc(NC(=O)CSC2=C(C#N)C(c3ccco3)C3=C(CC(C)(C)CC3=O)N2)cc1 (stereo not given)	-16

# Other results follow:
# Value order – Bim-Bcl-B	Avidin fluor	Bcl-W Bim block	Bcl-XL Bim block	ABCG2 inh	Bim-Bfl-1	RGS4-Gao reg	RGS7-Gao reg	GSH bead fluor	ABCB1 inh	Bcl-2 Bim block
- Cc1ccc(NC(=O)CSc2nc(N)c3c4c(sc3n2)CSC(C)(C)C4)cc1
 : -4	11	1	-3	2	7	102	102	4	0.8	1
- CC(C)N(CCO)C(=O)CCc1nnc(Cc2cccc(C(F)(F)F)c2)o1
 : -5	8	0	0	4	-5	99	95	9	1.1	-3
- COC(=O)c1cc(COc2ccc3ccc(=O)oc3c2)c(C)o1
 : -1	33	1	1	6	1	97	102	12	1.0	0
- CCOC(=O)c1nnn(-c2nonc2N)c1CNc1ccc(C)c(Br)c1
 : -5	11	-3	-3	4	-6	101	101	77	0.6	-4
- Nc1nc(NC(=O)/C=C/c2ccccc2)nn1-c1ccccc1
 : -7	5	-2	-5	4	-7	89	90	9	0.1	-1
- COCCSc1nnc(NC(=O)Cc2ccc(OC)cc2)s1
 : -13	9	-9	-4	2	-8	98	?	18	0.5	-9

# Source: PubChem (NMMLSC)

# The order is random. About 1.3% of those tested had a hit in this group.
